APP transl inh: APP translation inhibition; inhibition, % at 2 µM; SH-SY5Y APP 5'UTR-luciferase reporter, luminescence; AID 1285; 190,000 tested, 0.82% active;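 active means inhibition above a set limit, derived from the sample mean plus 3 SD, cut at about 45% in these data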; further: values of inactives mirror those of a sister screen read the other way
NF-kB neuron act: NF-kB expression increase, human neuronal cells; NF-kB reporter expression; active compounds read high; 190,000 tested, 1.6% active; AID 1239; fold change at 12.5 µM; in the data active means fold change above about 3.3
STAT1 inh: inhibitors of IFN-gamma induced STAT1 signaling | NIH 3T3 STAT1-luciferase reporter, luminescence | inhibition, % at 5.5 µM | 200,000 tested, 0.35% active | AID 920;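 active means inhibition above a set limit, the mean inhibition across all tested compounds plus 3 SD, cut at about 34% in these data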;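 further: 0% = IFN-gamma with DMSO and 100% = IFN-gamma with 300 µM nifuroxazide; values of inactives mirror those of a sister screen read the other way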
STAT3 inh: inhibitors of IL-6 induced STAT3 signaling. 190,000 tested, 0.89% active. U3A cells, IL-6 STAT3-luciferase reporter, luminescence; host cell line lacks STAT1. inhibition, % at 5.5 µM;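 active means inhibition above the mean inhibition across all screened compounds plus 3 SD, cut at about 44% in these data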;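 further: 0% = DMSO only wells and 100% = 100 µM nifuroxazide control wells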
RAM inhibit: blocks the yeast RAM network; S. cerevisiae dse1pr::URA3 reporter, 5-FOA growth OD615, 2 d; analog-sensitive cbk1-as2 kinase mutant strain; inhibition, % at 50 µM; 190,000 tested, 1.8% active;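 active means inhibition above a set limit, 3 SD over mean compound inhibition, cut at about 8.4% in these data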;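 further: 0% = DMSO-only wells with no growth and 100% = 10 µM 1-NA-PP1 full growth; inhibition rescues growth on 5-FOA so higher OD means more RAM inhibition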
STAT3 activator: activators of IL-6 induced STAT3 signaling; U3A cells, IL-6 STAT3-luciferase reporter, luminescence; 100% = signal with IL-6 EC80 alone; activation (% of control), % at 5.6 µM; 190,000 tested, 0.91% active; AID 871;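 active means activation above the screen-wide mean of compound activation plus 3 SD, cut at about 130% in these data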;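 further: 0% = background luminescence of wells with medium and substrate only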
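Material: human U3A cells carrying STAT3-luciferase construct. Measured by: reporter luminescence signal. Timing: compound 1 h, then IL-6 6 h at 37 °C.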
FLuc inhib CS: inhibits firefly luciferase, flagging false hits in luciferase inhibition screens. P08659. 200,000 tested, 1.5% active. ATPLite firefly luciferase biochemical luminescence, 10 min. AID 1006. inhibition, % at 10 µM;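 active means inhibition above about 50% when tested at 10 µM, limit read from the data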
Target sequence (P08659 whole entry, looked up): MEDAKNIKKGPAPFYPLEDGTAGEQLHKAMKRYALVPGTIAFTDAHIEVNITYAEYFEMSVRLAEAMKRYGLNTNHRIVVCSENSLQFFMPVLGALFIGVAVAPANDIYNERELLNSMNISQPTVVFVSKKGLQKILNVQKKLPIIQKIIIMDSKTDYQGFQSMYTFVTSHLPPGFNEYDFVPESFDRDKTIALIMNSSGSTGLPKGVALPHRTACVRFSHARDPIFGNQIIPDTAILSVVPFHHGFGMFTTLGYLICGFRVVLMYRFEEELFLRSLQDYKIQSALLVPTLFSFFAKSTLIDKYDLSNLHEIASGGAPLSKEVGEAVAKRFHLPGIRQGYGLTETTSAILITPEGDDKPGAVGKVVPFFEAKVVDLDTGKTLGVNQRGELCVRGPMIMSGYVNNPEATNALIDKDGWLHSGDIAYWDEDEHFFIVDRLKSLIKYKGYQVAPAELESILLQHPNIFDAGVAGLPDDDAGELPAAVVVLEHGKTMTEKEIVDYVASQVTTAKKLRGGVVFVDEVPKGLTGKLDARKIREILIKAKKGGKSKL
APP 5'UTR act: activates APP 5'UTR luciferase reporter | SH-SY5Y APP 5'UTR luciferase reporter, luminescence; zero percent = DMSO vehicle wells | activation, % at 2 µM | 190,000 tested, 1% active | AID 1276;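 active means activation above a set limit, based on mean plus 3 SD of controls, cut at about 140% in these data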; further: values of inactives mirror those of a sister screen read the other way
Hsp70 act: transcriptional activators of Hsp70; HeLa Hsp70 promoter luciferase reporter, luminescence; scaled: vehicle 0, proteasome-inhibitor control 100%; activation, % at 10 µM; 200,000 tested, 0.04% active; AID 1203;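 active means activation above the mean across all tested compounds plus 3 SD, cutoff set per campaign, cut at about 5.5% in these data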;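 further: 100% = MG132 at 30 µM as the positive control and 0% = DMSO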
STAT1 act: activators of IFN-gamma induced STAT1 signaling; NIH 3T3 STAT1-luciferase reporter, luminescence; 100% = IFN-gamma alone, no compound; activation (% of control), % at 5.5 µM; 200,000 tested, 2.6% active;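 active means activation above the screen-wide mean activation plus 3 SD, cut at about 130% in these data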;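 further: raw ratio to IFN-gamma control signal so 100% means no change and 0% no light; values of inactives mirror those of a sister screen read the other way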
An asterisk follows results filed as active.

Cc1ccc(SCc2cc(-c3ccc(Cl)cc3)on2)cc1 was read as APP transl inh -9, NF-kB neuron act 1.1, STAT1 inh 4, STAT3 inh 6, RAM inhibit 2.9, STAT3 activator 99, FLuc inhib CS -6, APP 5'UTR act 9, Hsp70 act -0.2 and STAT1 act 96.
CCOc1ccc(NC(=O)CN(C2CCCCC2)S(C)(=O)=O)cc1 was read as APP transl inh -2, NF-kB neuron act 1, STAT1 inh -3, STAT3 inh 5, RAM inhibit -0.8, STAT3 activator 99, FLuc inhib CS -2, APP 5'UTR act 2, Hsp70 act 0.0 and STAT1 act 103.
Screening Clc1ccccc1CSc1nnc(-c2ccco2)c(-c2ccco2)n1 returned APP transl inh 2, NF-kB neuron act 1.5, STAT1 inh 2, STAT3 inh 8, RAM inhibit 16*, STAT3 activator 95, FLuc inhib CS 4, APP 5'UTR act -2, Hsp70 act 0.0 and STAT1 act 98.
`Cc1cc2ccccn2c1C(=O)c1ccc(NN)c([N+](=O)[O-])c1` gave APP transl inh 0, NF-kB neuron act 0.7, STAT1 inh 6, STAT3 inh -10, RAM inhibit 1.8, STAT3 activator 110, FLuc inhib CS -2, APP 5'UTR act 0, Hsp70 act -0.1 and STAT1 act 94.
`CC(C)C1OC2(C)OC(=N)C1(C#N)C(C#N)(C#N)C2c1ccccc1` (stereo unspecified) gave APP transl inh -6, NF-kB neuron act 1.1, STAT1 inh -1, STAT3 inh -3, RAM inhibit 2.7, STAT3 activator 99, FLuc inhib CS -10, APP 5'UTR act 6, Hsp70 act -0.3 and STAT1 act 101.
Screening COc1ccc(C(=O)N/C(=C\c2cccs2)c2nc3ccccc3[nH]2)cc1OC returned APP transl inh -19, NF-kB neuron act 1.4, STAT1 inh 4, STAT3 inh -25, RAM inhibit 4.0, STAT3 activator 127, FLuc inhib CS 8, APP 5'UTR act 19, Hsp70 act -0.2 and STAT1 act 97.
`COc1ccc(Cc2c(O)nc(SCC(=O)NC34CC5CC(CC(C5)C3)C4)[nH]c2=O)cc1` gave APP transl inh -2, NF-kB neuron act 1.5, STAT1 inh 1, STAT3 inh 9, RAM inhibit 2.8, STAT3 activator 96, FLuc inhib CS -11, APP 5'UTR act 2, Hsp70 act -0.2 and STAT1 act 96.
For O=C(CN(CC1CCCO1)C(=O)Cn1nnc(-c2ccc(F)cc2)n1)NC1CCCCC1 (stereo unspecified) the results were APP transl inh -24, NF-kB neuron act 0.83, STAT1 inh 3, STAT3 inh 6, RAM inhibit 1.2, STAT3 activator 98, FLuc inhib CS -6, APP 5'UTR act 24, Hsp70 act -0.5 and STAT1 act 98.
Screening CN(C)S(=O)(=O)c1ccc(S(=O)(=O)Nc2ccc3c(c2)oc2ccccc23)cc1 returned APP transl inh -24, NF-kB neuron act 0.99, STAT1 inh -21, STAT3 inh 2, RAM inhibit 7.2, STAT3 activator 101, FLuc inhib CS -8, APP 5'UTR act 24, Hsp70 act -0.4 and STAT1 act 120.
For COc1ccc(NC(=O)C(NC(=O)CNC(C)=O)c2ccc(C)cc2)cc1 (stereo unspecified) the results were APP transl inh 4, NF-kB neuron act 0.96, STAT1 inh 11, STAT3 inh 3, RAM inhibit -0.8, STAT3 activator 103, FLuc inhib CS 1, APP 5'UTR act -4, Hsp70 act -0.1 and STAT1 act 90.
`CSc1ccc(/C=N/Nc2nc(C)cc(=O)[nH]2)cc1` gave APP transl inh -5, NF-kB neuron act 1.5, STAT1 inh -11, STAT3 inh 22, RAM inhibit 3.3, STAT3 activator 83, FLuc inhib CS 68*, APP 5'UTR act 5, Hsp70 act 0.1 and STAT1 act 110.
Screening Nc1c(S(=O)(=O)c2cccc(Cl)c2)c2nc3ccccc3nc2n1CCN1CCOCC1 returned APP transl inh -6, NF-kB neuron act 0.94, STAT1 inh -11, STAT3 inh 0, RAM inhibit 1.3, STAT3 activator 102, FLuc inhib CS -4, APP 5'UTR act 6, Hsp70 act -0.3 and STAT1 act 110.
Screening Cc1nc2ccc(S(=O)(=O)N(C)CC(=O)N3CCc4ccccc43)cc2s1 returned APP transl inh -10, NF-kB neuron act 0.96, STAT1 inh 2, STAT3 inh -20, RAM inhibit -1.9, STAT3 activator 122, FLuc inhib CS -8, APP 5'UTR act 10, Hsp70 act 0.6 and STAT1 act 99.
`CCOC(=O)/C=C(\C)Sc1cc(=O)oc2ccccc12` gave APP transl inh -10, NF-kB neuron act 0.99, STAT1 inh 0, STAT3 inh 3, RAM inhibit 0.6, STAT3 activator 100, FLuc inhib CS -5, APP 5'UTR act 10, Hsp70 act 0.3 and STAT1 act 100.
Screening CCCC(C)NC(=O)c1ccccc1SC (stereo unspecified) returned APP transl inh -22, NF-kB neuron act 1.1, STAT1 inh -2, STAT3 inh -2, RAM inhibit -0.7, STAT3 activator 103, FLuc inhib CS -8, APP 5'UTR act 22, Hsp70 act 0.1 and STAT1 act 103.
For Cc1cc(OCC(=O)Nc2ccccc2F)nc(C(C)C)n1 the results were APP transl inh 7, NF-kB neuron act 2, STAT1 inh -1, STAT3 inh -4, RAM inhibit 0.7, STAT3 activator 103, FLuc inhib CS -6, APP 5'UTR act -7, Hsp70 act -0.6 and STAT1 act 101.
Screening CC(C)CCN1CCN(C2CCN(c3ccccc3)CC2)CC1CCO (stereo unspecified) returned APP transl inh 0, NF-kB neuron act 1.1, STAT1 inh -1, STAT3 inh -6, RAM inhibit 1.0, STAT3 activator 106, FLuc inhib CS -4, APP 5'UTR act 0, Hsp70 act 0.2 and STAT1 act 100.
For CC(CCc1ccccc1)NC(=O)CN1C(=O)NC2(CCCCC2)C1=O (stereo unspecified) the results were APP transl inh 7, NF-kB neuron act 1, STAT1 inh 7, STAT3 inh 6, RAM inhibit 0.1, STAT3 activator 101, FLuc inhib CS -7, APP 5'UTR act -7, Hsp70 act -0.4 and STAT1 act 92.
Screening CCOC(=O)CC1COCCN1C(=O)CCc1nnc(-c2ccsc2)o1 (stereo unspecified) returned APP transl inh -13, NF-kB neuron act 1.3, STAT1 inh -14, STAT3 inh 8, RAM inhibit 0.8, STAT3 activator 95, FLuc inhib CS -4, APP 5'UTR act 13, Hsp70 act 0.0 and STAT1 act 111.
For COc1ccc2cc(CN(CC3COCCO3)S(=O)(=O)c3c(C)cc(C)cc3C)c(=O)[nH]c2c1 (stereo unspecified) the results were APP transl inh -15, NF-kB neuron act 0.9, STAT1 inh 4, STAT3 inh 8, RAM inhibit 0.0, STAT3 activator 96, FLuc inhib CS -10, APP 5'UTR act 15, Hsp70 act -0.2 and STAT1 act 97.
CN(C)c1ccc(C(=O)OCc2ccccc2)cc1 was read as APP transl inh -2, NF-kB neuron act 0.97, STAT1 inh -15, STAT3 inh 11, RAM inhibit 2.1, STAT3 activator 95, FLuc inhib CS 5, APP 5'UTR act 2, Hsp70 act -0.3 and STAT1 act 114.
For CCCCNc1cc(C)nc(N2CCOCC2)n1 the results were APP transl inh -4, NF-kB neuron act 0.82, STAT1 inh -7, STAT3 inh 2, RAM inhibit 2.3, STAT3 activator 104, FLuc inhib CS -5, APP 5'UTR act 4, Hsp70 act -0.3 and STAT1 act 106.
CCNC(=O)COC(=O)/C=C/c1cccc([N+](=O)[O-])c1 was read as APP transl inh 25, NF-kB neuron act 1.1, STAT1 inh -5, STAT3 inh 8, RAM inhibit 3.4, STAT3 activator 95, FLuc inhib CS -5, APP 5'UTR act -25, Hsp70 act -0.2 and STAT1 act 103.
For Cc1cc(/C=C2\SC(=S)NC2=O)c(C)n1C the results were APP transl inh 12, NF-kB neuron act 1.5, STAT1 inh 0, STAT3 inh 4, RAM inhibit 2.2, STAT3 activator 107, FLuc inhib CS 9, APP 5'UTR act -12, Hsp70 act 0.0 and STAT1 act 100.
Cn1nnnc1SCC(=O)Nc1cc(S(=O)(=O)N2CCCC2)ccc1Cl was read as APP transl inh -5, NF-kB neuron act 1.3, STAT1 inh 9, STAT3 inh -1, RAM inhibit -0.1, STAT3 activator 101, FLuc inhib CS -4, APP 5'UTR act 5, Hsp70 act -0.2 and STAT1 act 92.
For COc1nsnc1NS(=O)(=O)c1ccc(NC(=S)NC(=O)c2cccnc2)cc1 the results were APP transl inh 0, NF-kB neuron act 0.9, STAT1 inh -12, STAT3 inh 1, RAM inhibit 7.7, STAT3 activator 103, FLuc inhib CS 2, APP 5'UTR act 0, Hsp70 act -0.1 and STAT1 act 110.
`CCn1ccnc1CN1CCN(CC=C(C)C)C(CCO)C1` (stereo unspecified) gave APP transl inh -4, NF-kB neuron act 0.91, STAT1 inh -8, STAT3 inh 6, RAM inhibit 0.4, STAT3 activator 100, FLuc inhib CS -6, APP 5'UTR act 4, Hsp70 act -0.1 and STAT1 act 105.
For COc1ccccc1CSc1nc2ccccc2[nH]1 the results were APP transl inh -24, NF-kB neuron act 1.6, STAT1 inh -21, STAT3 inh 9, RAM inhibit 1.2, STAT3 activator 101, FLuc inhib CS 17, APP 5'UTR act 24, Hsp70 act -0.2 and STAT1 act 119.
Screening CCc1ccc2oc(C(=O)NCc3ccc(S(N)(=O)=O)cc3)c(C)c2c1 returned APP transl inh -23, NF-kB neuron act 1.5, STAT1 inh -27, STAT3 inh 0, RAM inhibit 4.0, STAT3 activator 110, FLuc inhib CS -5, APP 5'UTR act 23, Hsp70 act -0.2 and STAT1 act 123.
For CC(C)Oc1ccc(C(=O)N(Cc2ccco2)C2CCS(=O)(=O)C2)cc1 (stereo unspecified) the results were APP transl inh 0, NF-kB neuron act 0.99, STAT1 inh 3, STAT3 inh 6, RAM inhibit 1.1, STAT3 activator 101, FLuc inhib CS -5, APP 5'UTR act 0, Hsp70 act 0.9 and STAT1 act 97.
Cn1cccc1C(=O)OCC(=O)c1cc2ccccc2o1 was read as APP transl inh -20, STAT1 inh -2, STAT3 inh 14, STAT3 activator 95, FLuc inhib CS 5, APP 5'UTR act 20, Hsp70 act 0.1 and STAT1 act 102.
For Cc1nnc(SCC(=O)NC(C)c2ccccc2)[nH]c1=O (stereo unspecified) the results were APP transl inh -20, NF-kB neuron act 0.9, STAT1 inh -2, STAT3 inh 5, RAM inhibit 2.0, STAT3 activator 101, FLuc inhib CS -5, APP 5'UTR act 49, Hsp70 act 0.0 and STAT1 act 101.

Looked up one by one from the list above, three records:
Screening Cc1nc2ccc(S(=O)(=O)N(C)CC(=O)N3CCc4ccccc43)cc2s1 returned APP transl inh -10, NF-kB neuron act 0.96, STAT1 inh 2, STAT3 inh -20, RAM inhibit -1.9, STAT3 activator 122, FLuc inhib CS -8, APP 5'UTR act 10, Hsp70 act 0.6 and STAT1 act 99.
For COc1ccccc1CSc1nc2ccccc2[nH]1 the results were APP transl inh -24, NF-kB neuron act 1.6, STAT1 inh -21, STAT3 inh 9, RAM inhibit 1.2, STAT3 activator 101, FLuc inhib CS 17, APP 5'UTR act 24, Hsp70 act -0.2 and STAT1 act 119.
Cn1cccc1C(=O)OCC(=O)c1cc2ccccc2o1 was read as APP transl inh -20, STAT1 inh -2, STAT3 inh 14, STAT3 activator 95, FLuc inhib CS 5, APP 5'UTR act 20, Hsp70 act 0.1 and STAT1 act 102.
